Source: PubChem (Small Molecule Screening Facility, UW Madison)
PriA SSB inh: blocks PriA binding to SSB C-terminal tail | AlphaScreen SSBct-PriA binding, biotinylated peptide | inhibition, % at 33 µM | 430,000 compounds, 0.6% hits; in the data active means inhibition mostly above about 37%, no sharp cut-off; inactive means mostly below about 20%;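 further: plate controls were negative control peptide for no effect and reference peptide for full effect; strong numbers were not always called active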
* = called active by the depositor; & = joins results of further samples.

SMILES	PriA SSB inh
CC(C)CNC(=O)CCc1nc2ccccc2n(CC(=O)NCc2ccccc2Br)c1=O	-6.0
O=C(NC1CCCC1)c1csc(Nc2ccc(OC(F)F)cc2)n1	5.0
COC(=O)Cn1c(=NC(=O)c2ccnn2C)sc2cc3c(cc21)OCO3	1.0
CCOc1ccc2ccccc2c1C(=O)NCCc1cc2ccc(C)cc2[nH]c1=O	-5.0
Cn1c(C(F)(F)F)nn(CC(=O)NCc2ccc3c(c2)OCO3)c1=O	-21.0
Cc1nnc(C2CCCN(C(=O)c3cccc(Cl)c3)C2)s1 (stereo unspecified)	13.0
c1cnc2c(SCCn3cccn3)cccc2c1	43.9
CCCc1cc2c(=O)c(-c3ccc(C(=O)OCC)o3)c(C(=O)OCC)oc2cc1OC	-5.0
Cc1cc2oc3c(c(=O)c2cc1Cl)C(c1cccnc1)N(c1nc(C)c(C)s1)C3=O (stereo unspecified)	2.0
CCOc1cc(C(=O)NCC2CCN(C(=O)Nc3ccccc3OC)CC2)cc(OCC)c1OCC	-4.0
CC(=O)NN=Cc1ccccc1OC/C=C/c1ccccc1	2.4
O=C(NCc1ccc([C@@H](O)c2ccsc2)s1)c1ccc(C(F)(F)F)cc1	-18.0
Cc1ccc(C=NNc2ccc3ccccc3n2)o1	4.1
O=C1CCCCN1c1cccc(NS(=O)(=O)c2ccccc2F)c1	-17.0
Cc1ccc(S(=O)(=O)N2CCc3ccc(NC(=O)c4cccc(F)c4)cc3C2)cc1	13.0
O=C(/C=C/c1cccs1)Nc1nc(-c2ccc3c(c2)CCCC3)cs1	21.0
C=CCn1c(SCC(=O)Nc2scc(-c3ccc(C)o3)c2C(=O)OCC)nc2sc(C)c(C)c2c1=O	-5.0
CC(CCC1CC(C)(C)OC1=O)=NNC(N)=S (stereo unspecified)	-7.4
CCn1c(N=Cc2c[nH]c3ccccc23)nc2ccccc21	20.3
CCOC(=O)c1ccc(NC(=O)c2ccc(CSc3ncccn3)cc2)cc1	-8.0
COc1cccc([C@H](CNC(=O)c2cccc(C(F)(F)F)c2)OC)c1	-8.0
O=C(Cn1cc(S(=O)(=O)Cc2ccccc2F)c2ccccc21)NCc1ccc2c(c1)OCO2	-16.0
Cc1cc2ncc(CCCNC(=O)c3c(-c4ccccc4Cl)noc3C)cn2n1	-2.0
COc1ccc(C(=O)NNC(=O)c2cccn(Cc3ccc(F)cc3)c2=O)c(OC)c1	0.0
CCCN1CCCc2cc(CCNC(=O)c3cccc(Cl)c3)ccc21	48.0

In the list so far, 3 contain a furan ring, fused or not.
SMILES	PriA SSB inh
CCCc1cc2c(=O)c(-c3ccc(C(=O)OCC)o3)c(C(=O)OCC)oc2cc1OC	-5.0
Cc1ccc(C=NNc2ccc3ccccc3n2)o1	4.1
C=CCn1c(SCC(=O)Nc2scc(-c3ccc(C)o3)c2C(=O)OCC)nc2sc(C)c(C)c2c1=O	-5.0

Next structures.
SMILES	PriA SSB inh
Cc1c(Cl)ccc2sc(N3CCN(C(=O)/C=C/c4cccc([N+](=O)[O-])c4)CC3)nc12	-9.0
O=C(CN1CCOCC1)NN=Cc1ccco1	-6.6
Cc1cccc(NC(=O)CSc2ccc(-c3ccc(Br)cc3)nn2)c1C	12.0
CC(=O)[C@@H](C(=O)N(C)C)n1cnc2c(nnn2-c2ccc(C)c(C)c2)c1=O	-9.0
O=c1[nH]nc(SCc2ccc(Cl)cc2)n2nc(-c3ccco3)cc12	-2.0
CC1(C)Cc2cccc(OCC(=O)N3CCSC(c4ccco4)CC3)c2O1 (stereo unspecified)	3.0
C=CCc1cccc(C=NNC(=O)CNc2ccccc2)c1O	-27.6
CC(C)(C)n1ncc2c(=O)n(CCC(=O)N3CCN(c4ccccc4F)CC3)cnc21	-2.0
CC(C)(C)c1nnc(SCC(=O)Nc2ccc(Br)cc2)n1N	-8.0
Cc1ccc(C(COc2ccccc2O)=NO)cc1	-5.9
Cc1ccc(S(=O)(=O)N(C)Cc2ccc(C(=O)NN=Cc3ccc(OC(F)F)cc3)cc2)cc1	-2.3
COc1ccccc1Cc1noc(C2CN(CC(=O)N3CCC(C)CC3)C2)n1	-9.0
CN1CCN(c2nc3ccc(NC(=O)c4ccc5c(c4)OCCO5)cc3s2)CC1	-6.0
COc1cccc(-n2nnc3c(N4CCN(C(=O)c5c(F)cccc5Cl)CC4)ncnc32)c1	-18.0
NC(=NS(=O)(=O)c1ccc(Cl)cc1)c1ccccc1Cl	-1.0
CC(=NO)c1ccc2c(c1)OCCOCCOc1cc(C(C)=NO)ccc1OCCOCCO2	-3.2
Cc1cc(NC(=O)c2c(F)cccc2Cl)n(-c2nc3c(cnn3-c3cccc(Cl)c3)c(=O)[nH]2)n1	9.0
CCOC(=O)CC1=Nc2ccccc2N=C(SCc2ccc(OC)c(F)c2)C1	-9.0
COc1ccc([C@H]2CCCCN(S(=O)(=O)c3ccc(OC)c(F)c3)C2)cc1	-4.0
O=C(CCSc1ccc(F)cc1)N(CCN1CCOCC1)c1nc2c(F)cccc2s1	-20.0
COc1ccc(CCNC(=O)Nc2ccccc2Cc2nc(-c3ccncc3)no2)cc1	-15.0
O=C(Nc1cccnc1)c1cc(N2CCCCC2)ncn1	-14.0
COc1cccc2c(N)c(C(=O)Nc3ccccc3F)oc12	-10.0
O=C(NC1CCCC1)c1csc(Nc2ccccc2)n1	-4.0
COc1ccc(NC(=O)Cn2nc3n(C)c(=O)c4c(c(-c5ccccc5)cn4C)n3c2=O)cc1	5.0

Next part:
SMILES	PriA SSB inh
CC(C)(C)NS(=O)(=O)c1ccc(NC(=O)c2cc(-c3ccccn3)nc3ccccc23)cc1	10.0
COc1ccccc1CCNC(=O)c1ncc(-c2ccc(F)cc2)o1	-11.0
O=C(CCc1csc(NC(=O)c2ccc(=O)[nH]c2)n1)NCCc1c[nH]c2ccccc12	-10.0&7.0
Cc1cccc(CC(=O)NCC2CCN(c3nccnc3C#N)CC2)c1	-9.0
COC(=O)c1ccc(NC(=O)C(=O)NC[C@](C)(O)c2cc3ccccc3s2)cc1	4.0
O=C(Nc1ccc2c(c1)OCCO2)C1CCN(S(=O)(=O)c2ccc(Cl)cc2)CC1	0.0
CCOc1ccc(NC(=O)CCC(=O)NN=C(C)c2cccs2)cc1	-8.4
COc1ccccc1-n1nnc(-c2nc(-c3ccc4c(c3)OCO4)cs2)c1C	-6.0
O=C(CCCc1ccccc1)Nc1ccc2c(c1)N(C(=O)c1cccs1)CC2	6.0
Cc1ccc(NC(=O)COc2nc(C)nc3ccccc23)c(Cl)c1	-2.0
Cc1oncc1C(=O)NCCn1ccc(C(F)(F)F)n1	-4.0
Cc1nn([C@H]2CCS(=O)(=O)C2)c(C)c1N1CCN(CC(=O)Nc2cccnc2)CC1	-6.0
O=C(CNC(=O)OCc1ccccc1)NCc1ccnc(-c2cccs2)c1	8.0
CC(C)c1ccc(CC(=O)Nc2ccc(S(N)(=O)=O)cc2)cc1	-3.0
CN(C)c1ccc(CCCNC(=O)c2cc3ccccc3oc2=O)cc1	-16.0
Nc1c(C(=O)NCc2ccco2)sc(=S)n1Cc1ccccc1	9.0
Cc1cc2ncc(CCCNC(=O)c3cnccn3)cn2n1	-19.0
C=CCn1c(SCC(=O)NCC2CCCO2)nc2sc3c(c2c1=O)CCCCC3 (stereo unspecified)	-9.0
Cc1n[nH]c(=S)n(N=Cc2ccccn2)c1=O	1.3
COC(=O)Cn1c(=NC(=O)c2ccn(C)n2)sc2cc(C)ccc21	2.0
O=C(Nc1nc2c(s1)CC[C@H]2C(=O)NCCc1c[nH]c2ccccc12)c1ccc2c(c1)OCO2	-3.0
O=C(NN=Cc1ccccc1Cl)c1nc2ccc([N+](=O)[O-])cc2c(=O)[nH]1	-0.4
O=C(Nc1nc(CCC(=O)N2CCN(c3ncccn3)CC2)cs1)c1ccc[nH]c1=O	-1.0
O=C(NCCn1ncccc1=O)Nc1ccc(OC(F)(F)F)cc1	-11.0
COCCNC(=S)NN=C(C)c1ccccc1OC	-0.9

Compounds shown so far that contain an aryl thioether with sulfur outside any ring:
SMILES	PriA SSB inh
c1cnc2c(SCCn3cccn3)cccc2c1	43.9
C=CCn1c(SCC(=O)Nc2scc(-c3ccc(C)o3)c2C(=O)OCC)nc2sc(C)c(C)c2c1=O	-5.0
CCOC(=O)c1ccc(NC(=O)c2ccc(CSc3ncccn3)cc2)cc1	-8.0
Cc1cccc(NC(=O)CSc2ccc(-c3ccc(Br)cc3)nn2)c1C	12.0
O=c1[nH]nc(SCc2ccc(Cl)cc2)n2nc(-c3ccco3)cc12	-2.0
CC(C)(C)c1nnc(SCC(=O)Nc2ccc(Br)cc2)n1N	-8.0
O=C(CCSc1ccc(F)cc1)N(CCN1CCOCC1)c1nc2c(F)cccc2s1	-20.0
C=CCn1c(SCC(=O)NCC2CCCO2)nc2sc3c(c2c1=O)CCCCC3 (stereo unspecified)	-9.0

(cont.)
SMILES	PriA SSB inh
CCOc1ccc(CC(=O)Nc2nc3c(OC)cc([N+](=O)[O-])cc3s2)cc1	1.0
COc1ccc(C(=O)Nc2sccc2C(N)=O)c(OC)c1	-12.0
COC(=O)c1ccc2c(c1)C(=O)/C(=C/c1ccc(O)c(OC)c1)O2	-7.0
CC(C)(C)C(=O)OCC(N)=NOC(=O)c1ccccc1	-8.6
O=S1(=O)CC2C(C1)N(c1cccc(C(F)(F)F)c1)C(=S)N2c1ccccc1 (stereo unspecified)	0.0
CC(C)Oc1ccc(C(=O)NCCCN2CCN(c3ccccc3)CC2)cc1	-12.0&-9.0
CC(=O)N1CCc2ccc(NC(=O)COc3ccccc3F)cc2C1	4.0
NC(=O)c1ccsc1NC(=O)c1ccc(Cl)cc1Cl	1.0
CCC(C(=O)NCC(O)c1cccs1)c1ccccc1 (stereo unspecified)	-12.0
O=C(CSc1nccn1Cc1ccccc1)Nc1ccc(F)cc1F	20.0
COc1cccc(C(=O)c2oc3ccccc3c2NC(=O)Cc2ccccc2)c1	-22.0&-9.0
O=C(Oc1ccc(Br)cc1)c1ccc(Cl)cc1[N+](=O)[O-]	-20.0
CC(C)(C)n1nc2c(c1NC(=O)/C=C\c1ccccc1)CS(=O)C2 (stereo unspecified)	2.0
Cc1ccc(C(N)=NOC(=O)CCc2ccccc2)cc1	-123.3
O=C(C1CC(=O)N(c2cccc(Br)c2)C1)N1CC(c2nc(-c3ccncc3)no2)C1 (stereo unspecified)	1.0
Cc1oncc1C(=O)N1CCC(S(=O)(=O)c2nccn2C)CC1	-1.0
O=C(NCCn1nc(-c2ccncc2)cc1C1CC1)c1nc2ccccc2s1	2.0
COc1cccc(C(=O)NCC(c2ccc3c(c2)CCCN3C)N2CCOCC2)c1OC (stereo unspecified)	14.0
COc1ccc2nc(-c3ccc(F)c(NC(=O)Nc4ccccc4C)c3)cn2n1	1.0
COc1ccc(-c2nnc(NC(=O)c3ccn(C)n3)o2)cc1OC	10.0
Cc1cnn(-c2cc(NN=Cc3ccccc3)ncn2)c1	-11.3
CCOc1ccc2[nH]c(C(=O)NN=Cc3ccc(OC)cc3)cc2c1	1.0
CSCC(C)(O)CNC(=O)c1cn(C)nn1 (stereo unspecified)	-24.0
CCCc1nnsc1C(=O)N1CCc2nc3ccc(Cl)cn3c(=O)c2C1	-15.0
O=S(=O)(/C=C/c1ccccc1)NC(c1cccnc1)C1CCOCC1 (stereo unspecified)	-1.0

The list continues.
SMILES	PriA SSB inh
O=C(Nc1nc(-c2cc(Cl)ccc2Cl)cs1)c1ccno1	-12.0&2.0
Cc1cc(NC(=O)C(=O)NCc2ccc(C(=O)c3ccsc3)s2)no1	0.0
Cc1ccc2c(c1)N(C(=O)Cn1nc3ccc(SCc4ccc(Cl)cc4)nn3c1=O)CCO2	-14.0
CCOC(=O)c1c(NC(=O)C2CCCCN2S(C)(=O)=O)sc(C)c1C (stereo unspecified)	-10.0
COc1ccc(NC(=O)c2cc(=O)c(OC)cn2C)cc1	5.0
Cc1ccc(C(=O)ON=C(N)c2nonc2N)cc1	0.9
COc1cc(C2c3c(n[nH]c3-c3ccc(Br)cc3)OC(=N)C2C#N)cc(OC)c1OC(=O)N1CCOCC1 (stereo unspecified)	-13.0
Cc1nc2sc(C(c3ccco3)N3CCN(C)CC3)c(O)n2n1 (stereo unspecified)	-2.0
CCOC(=O)c1c(-c2ccc(F)cc2)csc1NC(=O)CSc1nc2ccccc2c(=O)n1-c1ccccc1	-8.0
CCOC(=O)C1C(=O)C=C(c2ccc(OC)cc2)CC1c1ccc([N+](=O)[O-])cc1 (stereo unspecified)	-2.0
O=C(Cn1c(=O)oc2ccccc21)N(CCc1cccs1)C1CCOCC1	-8.0
COc1ccc2nc(N(Cc3cccnc3)C(=O)c3ccco3)sc2c1	2.0
Cc1ccccc1C(=O)NCCn1ccnc1-c1cccnc1	7.0
C[C@](O)(CNC(=O)NCc1ccccc1)c1ccccc1	-5.0
COC(=O)c1sc(S(=O)(=O)N2CCN(c3ccccc3OC)CC2)c(C(=O)OC)c1C	-8.0
CC(Oc1ccccc1)C(=O)N1CCCSCC1CN1CCCC1 (stereo unspecified)	4.0
O=C(NCCc1ccccc1)C(=O)NN=Cc1ccc2c(c1)OCO2	-16.5
CCOCCCN1COc2ccc3c(=O)c(-c4ccc(Cl)cc4)coc3c2C1	1.0
O=C(O)CS(=O)(=O)c1ccc(F)cc1	-17.0&-4.0
CN1CCC(CNC(=O)C(=O)Nc2ccc(C(F)(F)F)cc2)CC1	-5.0
Cn1nc(CNS(=O)(=O)/C=C/c2ccccc2)c2c1CCCC2	-3.0
Cc1cc(C)nc(SCc2nnc(SC/C=C/c3ccccc3)n2C)n1	7.0
Cc1ccn2cc(-c3ccc(NS(=O)(=O)c4ccc5cccc6c5c4CC6)cc3)nc2n1	-5.0
COc1ccc(Cn2c(=O)n(-c3cccc(Cl)c3C)c(=O)c3c4c(sc32)CN(C(C)=O)CC4)cc1	-6.0
Cc1cc(C)n(-c2cc(NCCNC(=O)Cc3ccc(Cl)cc3)ncn2)n1	-11.0

Further results.
SMILES	PriA SSB inh
Cc1cccc(-c2nnc(N)o2)n1	-4.0
CC(C)C(=O)Nc1ccc(C(=O)NCCNS(=O)(=O)c2ccc3c(c2)OCCO3)cc1	-17.0
CC(=NNC(=O)c1ccccc1)c1ccc(N2CCCCC2)cc1	0.6
COc1cccc(CNC(=O)N2CCc3nc4ccc(Cl)cn4c(=O)c3C2)c1	-2.0
Cc1cc(C)cc(C(=O)NCCn2cc(SCc3c(F)cccc3Cl)c3ccccc32)c1	-5.0
CCC(=O)Nc1ccc(SCc2ccc(C(=O)OC)o2)nn1	-1.0

Some of the compounds tested; rates above refer to the full screens.
